Source: PubChem
ELG1 repair inh: ELG1-dependent DNA repair inhibition | Potency, µM (top dose mostly 46.1 µM), without a hit: at the highest dose activity change, negative = inhibition, hits mostly inhibitors | HEK293T ELG1-luciferase reporter, luminescence, 16 h; DNA damage induced by 5-fluorouridine | hit rate 2.3% among 330,000 | AID 504467; note: potency is the fitted concentration of half-maximal effect; % is set by controls: 0 for no effect and ±100 for the full control effect; nearly all actives have a fitted effect of over 55% in size
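Overnight (16 hr) co-exposure of 2,000 cells/well to 5-fluorouridine and compound at 37 °C preceded detection. Luciferase was quantified via ONE-Glo luminescence; loss of signal denotes inhibition.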
KCNH2 3.1 inh: inhibitors of human KCNH2 3.1 potassium channel isoform. hit rate 0.95% among 340,000. U2OS KCNH2 3.1, thallium flux FluxOr; active compounds read low. activity change, % (tested at about 1.8 µM);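 active = maximum activity change below -70%; inconclusive = maximum activity change from -70% to -50%; inactive = maximum activity change above -50%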;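 note: thallium influx rate constant from kinetic fluorescence after stimulation buffer; % is set by controls: 0 for no effect and ±100 for the full control effect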
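Normalized rate constant (relative to positive and negative DMSO controls) derived from a 2 min kinetic fluorescence read after stimulation; U2OS cells expressing the 3.1 isoform via virus at 1.77 x 10^8 /mL.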
TRPV1 agonist: agonists of human vanilloid receptor 1 (TRPV1); TRPV1-expressing cells, Fluo-8 calcium influx, agonist mode; AID 540275; hit rate 0.19% among 320,000; activation, % at 8.33 µM; in the data active = activation above about 80%; inconclusive = between about 30% and that limit; note: 0% is about no effect
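Cells expressing TRPV1 were dye-loaded with Fluo-8 and read kinetically: 10 s baseline, 3 min after compound (agonist portion), then 2 min after EC20 capsaicin (allosteric enhancer portion). Calcium-bound dye fluorescence at 480/520 nm.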
TSHR antag: blocks TSH signaling through the human TSH receptor | P16473 | TSHR-expressing cells, TSH-stimulated cAMP HTRF, 2 h; active compounds read low | activity change, negative = inhibition, % at 11.5 µM | hit rate 0.2% among 330,000;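 active = activity change below a set negative limit, meaning inhibition stronger than a set level, cut at about -70% in these data; inconclusive = activity change between two set negative limits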; note: % is set by controls: 0 for no effect and ±100 for the full control effect
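Competitive HTRF cAMP read-out (cryptate anti-cAMP antibody, cAMP-d2; 30 min, room temperature) in freshly harvested TSHR cells. Compounds added before TSH at EC80 (4nM final), followed by 2 hours' incubation at 37 deg C.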
hERG WT inh: KCNH2 (human, wildtype) channel inhibition. Q12809. U2OS, BacMam KCNH2, thallium flux FluxOr; active compounds read low. activity change, % at 1.84 µM. hit rate 0.37% among 340,000. AID 720551;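 active = maximum activity change below -70%; inconclusive = maximum activity change between -70% and -50%; inactive = maximum activity change above -50%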; note: % is set by controls: 0 for no effect and ±100 for the full control effect
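U2OS cells transduced with wild-type KCNH2 virus are loaded with FluxOr dye for 45 min, and thallium flux is measured in kinetic reads before and after stimulation buffer. Rate constants are normalized to DMSO controls.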
Mito fusion act: mitochondrial division inhibition or fusion activation. hit rate 0.23% among 320,000. Potency, µM (doses to about 46.1 µM), for inactives: at the top dose growth rescue (activation), actives largely listed as activators. S. cerevisiae fusion-defective mutant growth rescue, CellTiterGlo 48 h. AID 485298;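 note: potency is the fitted concentration of half-maximal effect; % of control where 0% means no effect; nearly all actives have a fitted effect of over 45% in size; temperature-sensitive fusion mutants such as fzo1-1 at 37 °C on non-fermentable ethanol glycerol medium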
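Read-out: ATP-based luminescence (CellTiterGlo, 10 min ambient) reporting growth of fusion-defective ts yeast after 48 hours at 37C on glycerol/ethanol YPEG medium in the presence of compound.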
TCR act: T cell receptor activation; Potency, µM (titrated, usually from 9.22 µM), without a hit: top-dose activation of IL-2 secretion, most hits filed as activators; AID 504894; primary human leukocytes, anti-CD3, IL-2 HTRF, 48 h; 330,000 tested, under 10 active; note: % of control where 0% means no effect
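Human primary leukocytes + a-CD3 beads + cpd, 48 hr; IL-2 in supernatant by HTRF (ex 320nm / em 665nm). No co-stimulatory signal supplied.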
Eya2 inh: inhibitors of human Eya2 phosphatase activity. hit rate 0.006% among 330,000. recombinant Eya2, OMFP fluorescence dephosphorylation (OMFP is methylfluorescein phosphate). Potency, µM (doses to about 76.9 µM), inactives show top-dose activity, negative = inhibition, hits mostly inhibitors. O00167; note: potency is the fitted concentration of half-maximal effect; % is set by controls: 0 for no effect and ±100 for the full control effect
Target sequence (O00167 whole entry, looked up): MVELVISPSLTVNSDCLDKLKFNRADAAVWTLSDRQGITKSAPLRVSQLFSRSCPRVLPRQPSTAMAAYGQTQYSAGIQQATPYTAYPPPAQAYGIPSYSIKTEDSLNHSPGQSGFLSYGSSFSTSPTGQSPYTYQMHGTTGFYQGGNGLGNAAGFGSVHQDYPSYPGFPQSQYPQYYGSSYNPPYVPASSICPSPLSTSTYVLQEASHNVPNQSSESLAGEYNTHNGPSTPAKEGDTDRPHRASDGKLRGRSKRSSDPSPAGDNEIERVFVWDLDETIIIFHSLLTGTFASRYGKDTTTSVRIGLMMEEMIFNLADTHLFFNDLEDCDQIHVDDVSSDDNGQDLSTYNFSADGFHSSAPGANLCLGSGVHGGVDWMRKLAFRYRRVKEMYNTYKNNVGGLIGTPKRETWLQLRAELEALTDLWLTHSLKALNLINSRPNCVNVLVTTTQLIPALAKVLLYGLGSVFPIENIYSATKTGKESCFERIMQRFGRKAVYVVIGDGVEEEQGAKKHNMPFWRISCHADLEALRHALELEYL
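Eya2 protein (added as 0.2 uM solution) was preincubated with compound for 10 min at ambient temperature in 50 mM HEPES pH 7.5, 50 mM NaCl, 5 uM MgCl2, 0.05% BSA, 1 mM DTT. OMFP (added at 50 uM) then reacted 10 min; fluorescence read at 485/525 nm.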
A-T KAP1 phos: potential ataxia-telangiectasia treatments restoring KAP-1 phosphorylation. AID 485349. […] A-T fibroblasts, KAP-1 phosphorylation AlphaLISA; neocarzinostatin DNA damage 30 min before lysis. Potency, µM (top dose mostly 57.5 µM), for inactives: at the highest dose activation, usual class: activators. hit rate 0.19% among 320,000; note: potency is the fitted concentration of half-maximal effect; % of control where 0% means no effect; nearly all actives have a fitted effect of over 45% in size
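ATM-like activity read as KAP-1 phosphorylation via AlphaLISA donor/acceptor antibody pairs after lysis and 6 hr at 25C. Cells were ATM-null patient fibroblasts ([…], hTERT), dosed 60 min, then exposed to the DSB inducer NCS for 30 min.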
USP2a inh: blocks human ubiquitin-specific protease USP2a; O75604; hit rate 0.01% among 330,000; Potency, µM (top dose mostly 38.3 µM), for inactives: top-dose activity change, negative = inhibition, most hits filed as inhibitors; USP2 core, Ub-CHOP2 coupled fluorogenic reporter, 485/531;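 note: potency is the fitted concentration of half-maximal effect; plate controls were DMSO wells for no effect and full inhibition by NEM control for full effect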
Target sequence (O75604 whole entry, looked up): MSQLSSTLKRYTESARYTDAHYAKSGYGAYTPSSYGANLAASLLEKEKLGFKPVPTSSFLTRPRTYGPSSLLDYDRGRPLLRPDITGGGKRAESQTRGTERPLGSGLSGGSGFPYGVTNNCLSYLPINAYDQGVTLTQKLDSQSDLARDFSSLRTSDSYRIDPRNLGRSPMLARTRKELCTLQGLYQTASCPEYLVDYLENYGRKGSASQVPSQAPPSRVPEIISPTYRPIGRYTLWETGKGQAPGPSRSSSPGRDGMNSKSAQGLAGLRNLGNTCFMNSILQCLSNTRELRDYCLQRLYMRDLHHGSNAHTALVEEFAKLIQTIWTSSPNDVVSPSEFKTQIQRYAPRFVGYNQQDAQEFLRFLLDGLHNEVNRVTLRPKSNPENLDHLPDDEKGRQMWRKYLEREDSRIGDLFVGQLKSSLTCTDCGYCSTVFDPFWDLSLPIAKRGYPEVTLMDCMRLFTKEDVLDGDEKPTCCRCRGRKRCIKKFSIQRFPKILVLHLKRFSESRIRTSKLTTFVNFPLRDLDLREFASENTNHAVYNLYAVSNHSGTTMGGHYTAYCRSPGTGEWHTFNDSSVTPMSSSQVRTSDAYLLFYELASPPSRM
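USP2 core (10nM final) preincubated 30min RT with compound in 20mM Tris-HCl pH 8.0, 2mM CaCl2, 2mM beta-mercaptoethanol, 0.05% CHAPS; 25nM Ub-CHOP2 plus 25nM reporter substrate added, fluorescence (Ex485/Em531) read after 60min.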
The depositor's hits bear a star; ? = inconclusive; . = not tested or not shown; [ ] = remark or other dose. Unless noted, calls come from the whole dose curve; as a rule, active = well fitted curve in the direction sought with a large enough effect; inconclusive = small, poorly fitted or top-dose-only effect, or another doubt; inactive = no such curve, though single readings can be large; an effect the other way counts as inactive or inconclusive.

# | mol | TRPV1 agonist | USP2a inh | Eya2 inh | hERG WT inh | KCNH2 3.1 inh
1 | O=C1NC(=O)N(Cc2ccccc2)C(=O)/C1=C\C=C\c1ccco1 | 7 | 2% | 4% | -6 | 6
2 | ClCCOCCCl | -1 | 0% | 12% | -3 | -5
3 | COC(=O)C[C@]1(C(=O)OC)CN(C#N)N(c2ccc(Cl)cc2)C12c1ccccc1-c1ccccc12 | 1 | 1% | -21% | -6 | -5
4 | COC(=O)C1=C(c2ccc3ccccc3c2)C[C@@H]2CC[C@H]1N2C(=O)N1CCOCC1 | 27 | 0% | -17% | . | .
5 | Cc1cc(OC(=O)N(C)C)nc(-c2ccc(C)c(Cl)c2)n1 | 22 | 1% | ? | -1 | -2
6 | O=c1oc2ccccc2c(O)c1C(c1ccc([N+](=O)[O-])cc1)c1c(O)c2ccccc2oc1=O | -2 | 3% | 1% | 11 | .
7 | CN1C2C=C(N(C(=O)c3ccc(Cl)cc3)c3ccccc3)CC1CC2 (centres undefined) | 0 | 1% | 11% | ? | -42
8 | COc1ccc(-c2cc(=O)c3c(OC)c(OC)c(OC)cc3o2)cc1 | 6 | -4% | -11% | -8 | 2
9 | Cc1ccc2cc(C=C(C#N)C#N)c(Cl)nc2c1 | -1 | 20% | -1% | -1 | .
10 | Cc1ccccc1N1C(=O)CC(=O)N(c2ccccc2C)C1=O | 2 | 4% | 1% | 2 | 17

# | TCR act | ELG1 repair inh | TSHR antag | A-T KAP1 phos | Mito fusion act
1 | 2% | ? | 9 | 9% | -12%
2 | -1% | 6% | 10 | 1% | -13%
3 | -8%[46.1 µM] | 26µM* | -50 | 7% | ?
4 | -2% | -12% | -1 | -6% | -16%
5 | 1% | -8% | -1 | 4% | 1%
6 | -7% | 6% | -15 | -2% | -7%
7 | -6% | 6% | 16 | -2% | -3%
8 | -6% | ? | -5 | 13% | 2%
9 | -1%[46.1 µM] | -24% | -10 | -4% | -1%
10 | 2%[46.1 µM] | 4% | 1 | 20% | -3%

Structures above with a cyano group:
# | mol | TRPV1 agonist | USP2a inh | Eya2 inh | hERG WT inh | KCNH2 3.1 inh
3 | COC(=O)C[C@]1(C(=O)OC)CN(C#N)N(c2ccc(Cl)cc2)C12c1ccccc1-c1ccccc12 | 1 | 1% | -21% | -6 | -5
9 | Cc1ccc2cc(C=C(C#N)C#N)c(Cl)nc2c1 | -1 | 20% | -1% | -1 | .

# | TCR act | ELG1 repair inh | TSHR antag | A-T KAP1 phos | Mito fusion act
3 | -8%[46.1 µM] | 26µM* | -50 | 7% | ?
9 | -1%[46.1 µM] | -24% | -10 | -4% | -1%

New compounds follow:
# | mol | TRPV1 agonist | USP2a inh | Eya2 inh | hERG WT inh | KCNH2 3.1 inh
11 | CCN(CC)S(=O)(=O)c1ccc(NN=C(C#N)C#N)cc1 | -5 | -8% | -9% | 11 | 17
12 | O=C(NCC(c1cccnc1)N1CCN(c2ccccc2)CC1)Oc1ccccc1 (centres undefined) | 0 | 1% | -22% | -4 | -3
13 | Cc1cccc(-n2c(/C=C/c3ccccn3)nc3ccccc3c2=O)c1 | 22 | -3% | -16% | 0 | -4
14 | O=C1NC(=O)C(=Cc2ccccc2Oc2ccc(F)cc2)C(=O)N1 | -3 | 3% | 0% | 8 | -2
15 | CN1CCC2(O)OCCCC2C1 (centres undefined) | 7 | 3% | 9% | 3 | -8
16 | CCOC(=O)C1C(=O)N(C)C2(C)CC1c1cc(OC)ccc1O2 (centres undefined) | -1 | 1% | 5% | -1 | 16
17 | CCn1c(O)c(C=NCc2cccs2)c(=O)[nH]c1=O | -1 | -5% | -3% | 2 | 3
18 | O=C(/C=C/C=C/c1ccccc1)CC1(O)C(=O)Nc2ccccc21 (centres undefined) | 5 | -1% | 1% | -7 | 1
19 | NC(=O)c1ccc(N=Cc2c(O)n(Cc3ccco3)c(=O)[nH]c2=O)cc1 | 0 | 5% | -11% | -4 | 3
20 | Cc1ccc(S(=O)(=O)NCCC(=O)Nc2ccc(Cl)cc2C(=O)c2ccccc2)cc1 | 2 | -9% | -12% | 8 | -2

# | TCR act | ELG1 repair inh | TSHR antag | A-T KAP1 phos | Mito fusion act
11 | 5%[46.1 µM] | ? | -70* | . | 0%
12 | -1%[46.1 µM] | 7% | -7 | 0% | 0%
13 | -3% | ? | 18 | 10% | 12%
14 | -4% | -4% | 4 | -2% | -4%
15 | 1% | 0% | 6 | 6% | -5%
16 | -10% | -6% | -10 | 8% | -2%
17 | . | 20% | -2 | -1% | -2%
18 | 0% | -5% | -2 | -6% | 8%
19 | -2% | 13% | 0 | -2% | 3%
20 | 0%[46.1 µM] | ? | 1 | 6% | 29%

# | mol | TRPV1 agonist | USP2a inh | Eya2 inh | hERG WT inh | KCNH2 3.1 inh
21 | COC(=O)C1=C(c2ccc(C(C)=O)cc2)C[C@@H]2CC[C@H]1N2C(=O)NCC1CC1 | -3 | 1% | -6% | 3 | -9
22 | Cc1cccc(CCNCc2cc3ccc(C)cc3[nH]c2=O)c1 | 6 | -2% | 3% | 5 | ?
23 | Fc1ccc2c(c1)nnn2C1CCN(Cc2c(Cl)cccc2Cl)CC1 | 11 | 1% | -11% | -1 | -9
24 | COc1ccccc1CN1CCN(C(=O)COc2ccc3ccccc3c2)CC1 | 9 | 0% | -6% | ? | 9
25 | CCN1C(=O)c2ccccc2Sc2ccc(C(=O)N3CCC4(CC3)OCCO4)cc21 | 14 | 0% | 3% | -4 | -24
26 | Cc1cc(C)c(C2=NOC(O)(C(F)(F)F)C2)c(=O)[nH]1 (centres undefined) | 1 | 5% | -17% | -1 | 11
27 | CC(C)C(=O)c1cn(Cc2ccc(C#N)cc2)c2ccccc12 | 5 | -1% | -7% | -9 | 25
28 | O=C(/C=C/c1cccs1)c1cc(Cl)ccc1OC(=O)N1CCOCC1 | 25 | 0% | -18% | 3 | -11
29 | CCn1cc(C(=O)N2CCOCC2)c2ccccc21 | 1 | -6% | -3% | 3 | 13
30 | COCCOC(=O)C1=C(N)OC(C)=C(C(=O)OC)C12C(=O)Nc1ccccc12 (centres undefined) | -1 | 3% | -6% | 4 | -13

# | TCR act | ELG1 repair inh | TSHR antag | A-T KAP1 phos | Mito fusion act
21 | -2% | 29% | -9 | 7% | -1%
22 | -2% | ? | 15 | 2% | -6%
23 | 1%[46.1 µM] | ? | -3 | 3% | -3%
24 | -1% | 1% | -3 | 4% | -2%
25 | 8% | 13% | 8 | -1% | 4%
26 | 1% | -8% | -10 | 3% | -3%
27 | 1%[46.1 µM] | 18µM* | 0 | 3% | 0%
28 | 23% | 18µM* | 6 | -8% | -19%
29 | -7% | -6% | -1 | -1% | 10%
30 | 8% | -5% | -2 | 2% | -4%

Three structures out of the list, arranged by length of the SMILES, ascending.
# | mol | TRPV1 agonist | USP2a inh | Eya2 inh | hERG WT inh | KCNH2 3.1 inh
22 | Cc1cccc(CCNCc2cc3ccc(C)cc3[nH]c2=O)c1 | 6 | -2% | 3% | 5 | ?
28 | O=C(/C=C/c1cccs1)c1cc(Cl)ccc1OC(=O)N1CCOCC1 | 25 | 0% | -18% | 3 | -11
25 | CCN1C(=O)c2ccccc2Sc2ccc(C(=O)N3CCC4(CC3)OCCO4)cc21 | 14 | 0% | 3% | -4 | -24

# | TCR act | ELG1 repair inh | TSHR antag | A-T KAP1 phos | Mito fusion act
22 | -2% | ? | 15 | 2% | -6%
28 | 23% | 18µM* | 6 | -8% | -19%
25 | 8% | 13% | 8 | -1% | 4%

Other structures:
# | mol | TRPV1 agonist | USP2a inh | Eya2 inh | hERG WT inh | KCNH2 3.1 inh
31 | O=C1CCCC2=C1C(c1cccnc1)Nc1ccccc1N2 (centres undefined) | 2 | -2% | -4% | -34 | -3
32 | Cc1cc(OCC(=O)N[C@@H](Cc2ccccc2)C(=O)O)c2c3c(c(=O)oc2c1)CCCC3 | -9 | 1% | -1% | 3 | -8
33 | O=C(N/N=C/c1c(O)n(CCc2ccccc2)c(=O)[nH]c1=O)c1ccccc1 | 15 | 0% | 7% | 4 | 7
34 | CCC(=NCCO)c1c(O)n(-c2ccccc2)c(=O)[nH]c1=O | 0 | 4% | 1% | 4 | 1
35 | CCOC(=O)c1c(N)n(Cc2ccc(OC)cc2)c2nc3ccccc3nc12 | -2 | 2% | -7% | . | .
36 | Cc1c(N=Nc2c(O)[nH]c(=O)[nH]c2=O)c(=O)n(-c2ccccc2)n1C | -1 | 4% | -2% | . | 8
37 | Oc1ccccc1/C=N/NP(=S)(c1ccccc1)c1ccccc1 | 12 | -9% | 8% | -3 | 0
38 | CN(C)C(=O)Oc1ccc(NC(=O)N2CCOCC2)cc1 | 0 | -1% | 0% | -12 | 6

# | TCR act | ELG1 repair inh | TSHR antag | A-T KAP1 phos | Mito fusion act
31 | 2% | -2% | -4 | -1% | 2%
32 | 5% | -17% | 7 | -5% | -1%
33 | -1% | 13% | -11 | 7% | -2%
34 | 5% | 16% | -6 | 0% | -1%
35 | . | ? | -8 | 4% | 3%
36 | 2% | -2% | -7 | 1% | -3%
37 | 5% | 0% | 19 | 7% | ?
38 | -4% | 12% | -4 | 0% | -5%

Some of the compounds tested (hit frequency here may not be typical).
